High-throughput results from PubChem BioAssay.
hIAP activ: human IAP activation; purified human IAP, CDP-Star luminescence, 30 min; hits give high values; 1 = vehicle-only enzyme, 0 = enzyme-free background; 330,000 compounds, 0.16% hits; activation factor at 10 µM;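 active means activation factor of the enzyme at least 2-fold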; further: the source names both 10 and 20 µM as test concentration; values of inactives mirror those of a sister screen read the other way
Target sequence (P09923 whole entry, looked up): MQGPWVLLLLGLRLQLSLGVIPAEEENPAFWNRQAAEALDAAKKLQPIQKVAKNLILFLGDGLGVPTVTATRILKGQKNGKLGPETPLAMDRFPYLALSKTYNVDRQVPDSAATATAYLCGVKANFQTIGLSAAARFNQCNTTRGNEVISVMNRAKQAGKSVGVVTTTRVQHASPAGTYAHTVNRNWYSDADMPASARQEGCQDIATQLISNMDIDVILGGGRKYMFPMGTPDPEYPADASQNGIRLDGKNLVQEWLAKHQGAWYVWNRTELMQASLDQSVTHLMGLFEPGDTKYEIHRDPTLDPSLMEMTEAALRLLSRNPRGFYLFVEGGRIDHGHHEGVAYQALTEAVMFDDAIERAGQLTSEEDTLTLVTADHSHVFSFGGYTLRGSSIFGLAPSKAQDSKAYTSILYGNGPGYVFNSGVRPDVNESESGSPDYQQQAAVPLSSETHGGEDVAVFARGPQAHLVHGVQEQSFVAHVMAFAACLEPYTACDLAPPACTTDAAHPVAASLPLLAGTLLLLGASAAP
NR3A LBD binder: modulates the human NR3A ligand-binding domain; 340,000 compounds, 2.5% hits; NR3A LBD differential scanning fluorimetry, Tm shift; 0% = protein alone, 100% = glycine-bound protein; Tm shift relative to glycine control, % at 25 µM; AID 1259313;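 active means melting temperature shift of at least 10% of the positive control shift, at one fixed dose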
PfG6PD inh: PfG6PD (Plasmodium falciparum) enzyme inhibition; AID 504690; 350,000 compounds, 0.78% hits; inhibition, % at 20 µM; PfGluPho enzyme, NADPH resazurin-diaphorase fluorescence;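 active means inhibition reaching at least a set limit at 20 µM in the primary screen, cut at about 59% in these data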;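 further: 0% = DMSO wells with substrate and 100% = DMSO wells lacking glucose-6-phosphate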
SENP1 inh: inhibitors of human SENP1 SUMO protease catalytic domain. Q9P0U3. recombinant SENP1 catalytic domain, CyPet-SUMO1-YPet FRET cleavage. inhibition, % at 10 µM. 360,000 compounds, 0.21% hits;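 active means inhibition at least 30% at 10 µM, raw YFP signal under a set limit, fluorescence ratio 0.5 to 1.5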;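 further: 0% = enzyme with DMSO and 100% = no enzyme wells; some results filed as inactive read as strong as hits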
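material = recombinant human SENP1 catalytic domain, His6-tagged | quantity = 20 pM enzyme | reagent = 25 nM SUMO1 FRET substrate | compound dosing = 10 µM single point, 0.5% DMSO | timing = 50 min enzyme reaction, room temperature, light-protected | detection = FRET, CFP and YFP emission | control set = no-enzyme low, enzyme-DMSO high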
SENP8 block: SENP8 (human) protease inhibition. Q96LD8. recombinant SENP8, Nedd8 substrate fluorescence. inhibition, % at 20 µM. 360,000 compounds, 0.64% hits. AID 602440; in the data active means inhibition mostly above about 40%, no sharp cut-off; inactive means mostly below about 27%
MPTP block: inhibitors of mitochondrial permeability transition pore; isolated mouse mitochondria, Ca2+ swelling absorbance, 30 min; inhibition, % at 10 µM; 360,000 compounds, 1.4% hits; AID 602449;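 active means inhibition of 50% or more, scaled per plate between neutral and stimulator controls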;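 further: 0% = DMSO wells given calcium and 100% = 1 mM EGTA wells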
ATG4B inhibitor: inhibitors of human ATG4B cysteine protease. Q9Y4P1. ATG4B cleavage of LC3-PLA2, NBD-HPC fluorescence, 1 h. inhibition, % at 8.33 µM. 340,000 compounds, 0.51% hits; in the data active means inhibition above about 40%
Target sequence (Q9Y4P1 whole entry, looked up): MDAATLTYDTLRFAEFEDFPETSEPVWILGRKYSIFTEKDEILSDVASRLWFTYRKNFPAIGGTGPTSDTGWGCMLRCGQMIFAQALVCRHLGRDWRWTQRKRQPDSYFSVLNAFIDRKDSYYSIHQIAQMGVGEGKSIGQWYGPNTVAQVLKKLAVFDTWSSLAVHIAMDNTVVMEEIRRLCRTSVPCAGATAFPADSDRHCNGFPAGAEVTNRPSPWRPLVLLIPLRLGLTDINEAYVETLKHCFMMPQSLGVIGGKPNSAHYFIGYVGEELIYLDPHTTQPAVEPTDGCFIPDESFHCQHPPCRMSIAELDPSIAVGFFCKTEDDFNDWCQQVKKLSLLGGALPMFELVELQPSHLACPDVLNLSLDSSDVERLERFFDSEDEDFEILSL
SENP6 block: blocks the human protease SENP6 | AID 2599 | Recombinant SENP6 catalytic domain, aminoluciferin luminescence | 330,000 compounds, 1.8% hits | inhibition, % at 10 µM | Q9GZR1;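 active means inhibition above about 50% at the single tested dose, limit read from the data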;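 further: plate controls were DMSO wells with enzyme for no effect and DMSO wells lacking enzyme for full effect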
* = called active by the depositor; i = inactive; . = no result given.

#1 O=C(Cc1cccc(C(F)(F)F)c1)NCC(=O)Nc1cc(Cl)ccc1Cl
#2 CC(C)(O[C@@H]1O[C@H](CO)[C@@H](O)[C@H](O)[C@H]1O)[C@H]1Cc2cc3ccc(=O)oc3cc2O1
#3 COCCCNC(=O)Cc1coc2ccc3ccccc3c12
#4 COc1ccccc1C1C2=C(CCCC2=O)N(CC(=O)O)C2=C1C(=O)CCC2
#5 CCOC(=O)N1CCC(N(C(=O)Nc2ccc(CC)cc2)C(C)CC)CC1 (stereo not drawn)
#6 COc1cc2c(cc1OC)/C(=C/C(=O)c1ccc([N+](=O)[O-])c(C)c1)NCC2
#7 Cc1nn(C)cc1C1C2=C(CC(C)(C)CC2=O)N(c2ccccc2)C2=C1C(=O)CC(C)(C)C2
#8 O=C(COc1ccccc1)n1nc(-c2ccc(Cl)cc2)nc1NCc1ccco1
Screen / compound no.	1	2	3	4	5	6	7	8
hIAP activ	0.92	0.91	0.92	1.1	1.2	0.79	0.89	1
NR3A LBD binder	-7	-4	0	1	0	0	0	1
PfG6PD inh	26	4	9	27	7	26	-6	10
SENP1 inh	1	2	-23	-35	-1	-5	-62	0
SENP8 block	4	-470	-58	-448	3	-53	-182	-10
MPTP block	1.3	-0.9	-0.3	-0.3	3.0	0.1	-0.6	-0.1
ATG4B inhibitor	-3	9	-9	6	-5	-8	-4	-2
SENP6 block	-14	-9	5	21	3	3	14	-17

An excerpt of these results, field by field.
5) CCOC(=O)N1CCC(N(C(=O)Nc2ccc(CC)cc2)C(C)CC)CC1 (stereo not drawn)
  hIAP activ: 1.2
  NR3A LBD binder: 0
  PfG6PD inh: 7
  SENP1 inh: -1
  SENP8 block: 3
  MPTP block: 3.0
  ATG4B inhibitor: -5
  SENP6 block: 3

6) COc1cc2c(cc1OC)/C(=C/C(=O)c1ccc([N+](=O)[O-])c(C)c1)NCC2
  hIAP activ: 0.79
  NR3A LBD binder: 0
  PfG6PD inh: 26
  SENP1 inh: -5
  SENP8 block: -53
  MPTP block: 0.1
  ATG4B inhibitor: -8
  SENP6 block: 3

The list continues:
#9 CCO[C@H]1OC(C(=O)N2CCOCC2)=C[C@@H](c2ccc(Br)cc2)[C@@H]1CCCO
#10 Cc1oc2cc(OCC(=O)O)ccc2c(=O)c1Oc1ccccc1
#11 CC(=O)c1ccc(N2Cc3ccccc3C2)cc1
#12 CC(O)CN1C(=O)C(CC(=O)Nc2ccc(Cl)cc2)SC1=Nc1ccccc1 (stereo not drawn)
#13 CC(=O)Oc1ccc(/C=N/NC(=O)C2CCCN2S(=O)(=O)c2ccc(Cl)cc2)cc1 (stereo not drawn)
#14 COc1ccccc1NC(=O)CN1C(=O)COc2ccc(S(=O)(=O)N3CCCCCC3)cc21
#15 CC(C)C(NC(=O)OCc1ccccc1)C(=O)OCC(=O)N1CCCCC1 (stereo not drawn)
#16 Cc1cc(Cl)c(S(=O)(=O)NC(C(=O)O)C(C)C)cc1OCC(=O)NC1CCCCC1 (stereo not drawn)
Screen / compound no.	9	10	11	12	13	14	15	16
hIAP activ	0.97	1.1	0.95	1.2	1.1	1.1	1.2	1.1
NR3A LBD binder	0	1	0	1	5	-6	0	-1
PfG6PD inh	8	-15	-2	7	-2	-7	-2	-33
SENP1 inh	0	-2	-2	-3	0	1	3	1
SENP8 block	3	-4	0	16	14	6	15	15
MPTP block	-1.6	-0.2	0.7	2.4	0.6	-0.9	2.0	4.7
ATG4B inhibitor	-10	-8	-2	-14	4	-1	-10	-2
SENP6 block	-1	5	15	-16	14	6	-8	6

#17 CCN1CCN(CCC(=O)Nc2ccc(Br)c(C)c2)CC1
#18 O=C(c1ccc(F)cc1)N1CCN2C(=O)c3ccccc3C12c1ccccc1 (stereo not drawn)
#19 O=C1CCCC2=C1C(c1ccc(Br)cc1)c1c([nH]c(=S)[nH]c1=O)N2 (stereo not drawn)
#20 COc1ccc(-n2ncc3c2CC(C)(C)CC3NC(=O)CCN2CCCC2=O)cc1 (stereo not drawn)
#21 CCCN1CC=C2C(C#N)=C(N)C(C#N)(C#N)C(c3cccc(OC)c3OC)C2C1 (stereo not drawn)
#22 CCOc1cc(C(=O)N=c2sccn2C)ccc1OC(F)F
#23 CC(C)(C)NC(=O)c1cccc(NC(=O)c2cccc(O)c2)c1
#24 COc1cc(/C=C2\NC(=S)N(C)C2=O)ccc1OCc1cccc(F)c1
Screen / compound no.	17	18	19	20	21	22	23	24
hIAP activ	1.1	0.99	0.88	1.2	0.99	1.1	0.98	0.91
NR3A LBD binder	1	-2	0	0	-2	8	3	-1
PfG6PD inh	-13	1	48	-12	-7	13	2	-4
SENP1 inh	1	4	-18	2	-27	-1	-1	-102
SENP8 block	32	30	-20	2	-236	-122	6	-15
MPTP block	0.9	1.6	2.2	-1.0	0.8	-0.4	-0.2	0.1
ATG4B inhibitor	-1	2	-2	1	1	-7	-8	5
SENP6 block	-3	-15	4	-2	3	-3	-1	-44

#25 O=C(Nc1ccccc1)Nc1cccc(-c2cn3cccnc3n2)c1
#26 COc1ccc(OC)c(CNC(=O)C2CCC(=O)N(CCCN3CCCC3=O)C2)c1 (stereo not drawn)
#27 Cc1c(NC(=O)C(C)N(c2ccccc2)S(C)(=O)=O)c(=O)n(-c2ccccc2)n1C (stereo not drawn)
#28 COc1cc(C(=O)NC2CCN(Cc3ccccc3)CC2)cc(Cl)c1OC
#29 O=C(CCS(=O)(=O)Cc1ccccc1)Nc1nncs1
#30 COc1ccc(NC(=S)NCCc2c(C)[nH]c3ccc(OC)cc23)cc1
#31 CCN1C(=O)[C@H]2[C@@H](c3ccc(-c4ccc(OC)cc4)c(OC)c3)N3CCCC[C@@]3(C(=O)OC)[C@H]2C1=O
#32 CC(C)Nc1nc(Cl)nc(NN(C)c2nc(N(C)C)nc(N(C)C)n2)n1
Screen / compound no.	25	26	27	28	29	30	31	32
hIAP activ	0.94	1.3	1.1	1.1	1.2	0.97	1.1	0.99
NR3A LBD binder	13*	-1	4	0	1	-2	1	-1
PfG6PD inh	10	-1	-1	11	-29	11	3	-23
SENP1 inh	-1	0	1	-1	-1	0	0	-1
SENP8 block	-460	6	11	17	7	-4	-151	-2
MPTP block	-0.8	-0.7	-0.2	0.0	0.4	2.5	-0.1	-0.7
ATG4B inhibitor	-4	-5	2	-6	2	-18	3	-7
SENP6 block	-8	-1	-16	-12	-14	-1	-20	-7

#33 O=C(NCCc1ccc(Cl)cc1)C1CCCN(c2ncnc3c2nc2n3CCCCC2)C1 (stereo not drawn)
#34 CC(C)(C)n1nc2c(c1NC(=O)c1cc([N+](=O)[O-])ccc1Cl)CS(=O)(=O)C2
#35 CCc1nc(CNC(=O)c2cc(OC)c(OC)c(OC)c2)no1
#36 CN(C)C1N(C(=O)c2ccccc2)N=C2c3ccccc3S(=O)(=O)N21 (stereo not drawn)
#37 CCOC(=O)NC(c1cccc(Cl)c1)C1CCCCCC1=O (stereo not drawn)
#38 CC(=O)Nc1nc(CCC(C)C)cc2c1c(=O)oc1ccccc12
#39 O=C(c1ccc(F)cc1F)N1CCN(c2ncccn2)CC1
#40 CCCCNC(=S)Nc1ccc2nc3n(c(=O)c2c1)CCCCC3
Screen / compound no.	33	34	35	36	37	38	39	40
hIAP activ	1.4	1.1	1.1	1	0.83	0.93	1.1	1.2
NR3A LBD binder	-8	1	0	2	-1	1	-4	1
PfG6PD inh	-14	-9	-8	-2	-4	4	-21	1
SENP1 inh	3	1	2	1	1	-1	0	-1
SENP8 block	13	20	12	13	32	i	-24	2
MPTP block	0.9	-0.8	-1.0	1.0	-0.6	5.8	4.0	-0.2
ATG4B inhibitor	4	-3	-10	2	-8	-12	7	10
SENP6 block	4	-7	1	-23	0	-12	-6	-9

#41 CN(Cc1ccccc1F)c1ccc(S(=O)(=O)N2CCCC2)cn1
#42 COc1cccc(NC(=O)CN(C)C(=O)Cn2cnc3ccccc3c2=O)c1
#43 O=C(O)Cn1c(C(F)(F)F)nc2ccccc21
#44 Cc1ccc(OCCC(=O)OCC(=O)Nc2ccc(C)c(S(=O)(=O)N3CCOCC3)c2)cc1
#45 O=c1c2ccccc2ccc2ccccc12
#46 Cc1ccc(S(=O)(=O)NC(=NCC(=O)O)c2ccccc2)cc1
#47 C=CCNC(=S)/C(=C(/[O-])c1ccccc1Br)[n+]1ccccc1
#48 Cc1ccc(C2(C)NC(=O)N(CC(=O)NNC(=O)c3cc(C)oc3C)C2=O)cc1 (stereo not drawn)
Screen / compound no.	41	42	43	44	45	46	47	48
hIAP activ	0.99	1.1	1.2	.	0.96	1.1	1	1.1
NR3A LBD binder	-2	-1	1	-1	0	0	-1	2
PfG6PD inh	-2	-9	-1	-6	-11	1	3	-24
SENP1 inh	4	-3	3	3	0	3	-2	-1
SENP8 block	-20	-9	5	1	-15	20	19	9
MPTP block	-3.2	0.3	-0.1	0.1	0.2	6.3	0.4	-0.6
ATG4B inhibitor	-4	0	4	-19	3	10	-3	5
SENP6 block	-2	-10	-16	.	2	1	-7	-19

Another view of part of the listing above.
nr	mol	hIAP activ	NR3A LBD binder	PfG6PD inh	SENP1 inh	SENP8 block	MPTP block	ATG4B inhibitor	SENP6 block
44	Cc1ccc(OCCC(=O)OCC(=O)Nc2ccc(C)c(S(=O)(=O)N3CCOCC3)c2)cc1	.	-1	-6	3	1	0.1	-19	.
45	O=c1c2ccccc2ccc2ccccc12	0.96	0	-11	0	-15	0.2	3	2
46	Cc1ccc(S(=O)(=O)NC(=NCC(=O)O)c2ccccc2)cc1	1.1	0	1	3	20	6.3	10	1

Carrying on:
#49 CN(C)c1ccc2nsnc2c1[N+](=O)[O-]
#50 COC(=O)CSc1c(-c2ccccc2)c2cc(Cl)ccc2[nH]c1=O
#51 CC(C)(C)c1ccc(-n2nc(C(N)=O)c(O)cc2=O)cc1
#52 O=C(CCSCc1ccccc1Cl)NCc1ccco1
#53 Cc1ccc(NC(=O)c2cc(S(=O)(=O)N(C)C)ccc2N2CCCC2)cc1F
#54 COc1ccc2[nH]c(C(=O)O)c(NS(=O)(=O)c3ccc(C)c(C)c3)c2c1
#55 O=C1N/C(=C/c2cccn2-c2ccccc2)C(=O)N1Cc1ccc(F)cc1
#56 Cc1ccc(S(=O)(=O)N(C)C)cc1NC(=O)COC(=O)c1ccc2c(c1)OCCO2
#57 CCn1c(SCC(=O)Nc2cccc(C(C)=O)c2)nnc1C(C)C
Screen / compound no.	49	50	51	52	53	54	55	56	57
hIAP activ	0.86	0.93	1.1	0.99	0.86	0.94	0.93	0.84	1.1
NR3A LBD binder	0	0	-1	1	4	0	-7	-8	1
PfG6PD inh	-2	43	4	-20	-8	-13	4	-2	8
SENP1 inh	4	1	0	3	2	0	-27	0	1
SENP8 block	43*	-27	1	2	-9	-114	-58	10	35
MPTP block	1.8	2.3	0.0	-1.2	2.1	-1.4	2.9	0.6	-0.9
ATG4B inhibitor	-8	-4	-4	3	-9	5	1	0	-9
SENP6 block	-13	4	-5	-5	5	7	-18	-31	-7
